Assay outcomes deposited in PubChem by National Center for Advancing Translational Sciences (NCATS).
FH mod: Identification of activators of human fumarate hydratase by quantitative high-throughput screening; AID 1347055, 2019; Potency, µM (titrated, usually from 79.9 µM), without a hit: top-dose activity change, negative = inhibition, most hits filed as inhibitors; 54,000 compounds, 0.22% hits; FH coupled MDH/diaphorase resazurin fluorescence, 15 min; Fumarate hydratase, mitochondrial (Homo sapiens), P07954; also: potency is read from the fitted curve at half-maximal effect; % is scaled to controls: 0 for no effect and ±100 for the full control effect; the screen sought activators but most active calls are inhibition curves; nearly all actives have a fitted effect of over 45% in size
Target sequence (P07954 whole entry, looked up): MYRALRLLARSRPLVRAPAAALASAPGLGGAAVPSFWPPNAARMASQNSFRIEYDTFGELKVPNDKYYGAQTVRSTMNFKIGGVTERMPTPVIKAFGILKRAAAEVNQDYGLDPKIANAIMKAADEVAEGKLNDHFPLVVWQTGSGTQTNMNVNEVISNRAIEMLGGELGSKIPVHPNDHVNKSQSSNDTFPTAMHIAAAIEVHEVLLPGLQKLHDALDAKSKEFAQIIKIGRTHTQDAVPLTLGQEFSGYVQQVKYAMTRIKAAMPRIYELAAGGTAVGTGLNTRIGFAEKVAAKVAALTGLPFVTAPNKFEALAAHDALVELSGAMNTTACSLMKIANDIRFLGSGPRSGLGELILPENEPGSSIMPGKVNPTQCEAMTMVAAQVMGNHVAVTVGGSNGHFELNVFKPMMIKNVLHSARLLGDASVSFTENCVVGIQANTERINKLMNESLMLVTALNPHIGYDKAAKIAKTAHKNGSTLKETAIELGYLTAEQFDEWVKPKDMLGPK
p53null 32C kill: kills p53 null cells at the permissive temperature. AID 903. Potency, µM (top dose mostly 46.1 µM), without a hit: at the top dose activity change, negative = cytotoxicity, usual class: cytotoxic. H1299-neo p53 null cells, ATP luminescence, 24 h, 32C. 55,000 compounds, 0.62% hits;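 also: potency is read from the fitted curve at half-maximal effect; 0% = DMSO only and -100% = full killing by 100 µM tamoxifen; nearly all actives have a fitted effect of over 55% in size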
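Cytotoxicity: H1299-neo (no p53), 32C, 24 h treatment. Concentrations up to 46 uM. Readout cellular ATP, luminescence. Normalization to DMSO basal and tamoxifen 100 uM maximal kill.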
TSG101-PTAP inh: inhibitors of HIV-1 PTAP binding to human TSG101, validation | Q99816 | Fluorescence polarization, FITC-PTAP peptide/Tsg101, 20 min | Potency, µM (doses to about 115 µM), for inactives: at the top dose activity change, negative = inhibition, hits mostly inhibitors | 44,000 tested, under 10 active; also: potency is read from the fitted curve at half-maximal effect; 0% is about no effect
Target sequence (Q99816 whole entry, looked up): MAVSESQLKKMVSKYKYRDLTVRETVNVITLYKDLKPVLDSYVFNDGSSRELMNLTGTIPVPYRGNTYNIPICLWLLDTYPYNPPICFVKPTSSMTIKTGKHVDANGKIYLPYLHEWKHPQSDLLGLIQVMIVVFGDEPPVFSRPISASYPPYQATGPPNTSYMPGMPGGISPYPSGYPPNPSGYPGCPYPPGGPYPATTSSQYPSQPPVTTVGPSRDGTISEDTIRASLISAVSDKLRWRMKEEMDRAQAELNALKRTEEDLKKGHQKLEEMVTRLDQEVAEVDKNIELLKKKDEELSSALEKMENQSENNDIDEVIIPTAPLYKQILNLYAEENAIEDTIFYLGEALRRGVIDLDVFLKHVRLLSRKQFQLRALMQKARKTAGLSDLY
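Fluorescence polarization: Tsg101 binding domain (10 uM final) in 10 mM HEPES pH 7.5, 0.15 M NaCl, 0.01% Tween 20, 3 mM EDTA, 0.1 mM TCEP; compounds pinned; FITC-PTAP peptide 50 nM final; 20 min, r.t.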
GALK inh: inhibits human galactokinase; recombinant GALK, Kinase-Glo ATP luminescence, 1 h; 44,000 tested, under 10 active; Potency, µM (top dose mostly 57.5 µM), without a hit: at the highest dose activity, negative = inhibition, hits mostly inhibitors;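 also: plate controls were full GALK reaction for no effect and reaction lacking GALK for full effect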
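Compounds were pinned into ATP buffer, then GALK-galactose mix was added (final 5 nM enzyme, 35 uM ATP, 100 uM galactose, pH 8.0). After 1 h at room temperature, Kinase-Glo Plus was added and luminescence read.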
p53null 39C kill: p53 null cell cytotoxicity, nonpermissive temperature | H1299 p53-null (neo) cells, 39C, ATPlite viability, 24 h | Potency, µM (top dose mostly 46.1 µM), for inactives: at the top dose activity, negative = cell killing, most hits filed as cytotoxic | 55,000 compounds, 0.97% hits | AID 904;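 also: potency is read from the fitted curve at half-maximal effect; 0% = DMSO only and -100% = full killing by 100 µM tamoxifen; nearly all actives have a fitted effect of over 50% in size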
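H1299 lung cancer cells, p53-null (H1299-neo) or expressing p53 A138V (H1299-p53A138V), were plated overnight at 37C, then exposed to compounds at up to 46 uM for 24 hr at 39C. Viability was read by ATP-based luminescence.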
B2AR arrestin ag: ADRB2 beta-arrestin recruitment; HTLA Tango cells, beta-arrestin recruitment, luciferase luminescence, 18 h; Potency, µM (titrated, usually from 46.1 µM), for inactives: at the top dose activation, hits mostly activators; 44,000 tested, under 10 active; AID 1347077;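 also: potency is read from the fitted curve at half-maximal effect; 0% = DMSO and full agonism = EC100 isoproterenol or metaproterenol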
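Receptor–beta-arrestin recruitment read by tTA-responsive luciferase: compound titrations (up to 46 µM) incubated 18 h with Tango cells, then luminescent substrate 15 min at room temperature. Concentration-response fits classified by r2, efficacy and activity.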
NTMT1 inh: inhibitors of human N-terminal methyltransferase NTMT1. NTMT1 MTase-Glo SAH luminescence, purified enzyme. Q9BV86. Potency, µM (top dose mostly 114 µM), for the others: at the top dose activity change, negative = inhibition, actives largely listed as inhibitors. 59,000 compounds, 2.5% hits;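 also: potency is read from the fitted curve at half-maximal effect; plate controls were DMSO vehicle for no effect and no enzyme for full effect; nearly all actives have a fitted effect of over 65% in size; many of its hits are not listed in these tables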
* hit, by the source's call; ? = inconclusive; [ ] = remark or other dose. Calls follow the shape of the dose curve; as a rule, active = well fitted curve in the direction sought with a large enough effect; inconclusive = small, poorly fitted or top-dose-only effect, or another doubt; inactive = no such curve, though single readings can be large; an effect the other way counts as inactive or inconclusive. Only part of the results is shown; the hit share may differ from the screen's.

canonical_smiles	FH mod	p53null 32C kill	TSG101-PTAP inh	GALK inh	p53null 39C kill	B2AR arrestin ag	NTMT1 inh
COC(=O)c1ccc(CNC(=O)c2nc(Cn3nc(C)c(Br)c3C)no2)cc1	-13%	25%	-4%	-2%	5%	0%	28%
COc1ccc(N(C)C(=O)c2cc(S(=O)(=O)N3CCc4ccccc43)cn2C)c(OC)c1	-13%	-13%	-5%	-1%	-25%	-1%	-3%
COc1ccc(OC)c(CNC(=O)c2ccc3c(c2)c(C)c(C)n3Cc2ccc(Cl)cc2)c1	-18%	23%	-2%	-1%	2%	0%	20%
O=C(c1ccc2c(=O)n(CCc3ccccc3)c(=O)[nH]c2c1)N1CCN(c2ccc(Cl)cc2)CC1	-16%	1%	-4%	1%	-28%	1%	-9%
COc1ccc2c(c1)CC(C(=O)Nc1c(C)cc(C)cc1C)CO2 (centres undefined)	2%	-6%	1%	-2%	?	-1%	29%
COc1ccccc1Cn1c(CNS(=O)(=O)c2c(C)cc(C)cc2C)nc2cccnc21	?	10%	8%	1%	11%	0%	6%
CC(=O)Nc1ccc(S(=O)(=O)NCCc2csc3nc(-c4ccc(Cl)cc4)nn23)cc1	-24%	4%	-3%	-2%	-5%	-4%	-11%
CCCCN(CC)CCCNC(=O)c1cn(CC)c2ccc(S(=O)(=O)N3CCc4ccccc4C3)cc2c1=O	?	19%	-8%	0%	-16%	1%	-18%
COc1ccc(C(=O)NCc2ccc3c(c2)CCN3C(C)=O)cc1OC	2%	4%	-4%	-2%	-1%	-3%	-1%
O=c1oc2ccc3ccccc3c2cc1-c1nnc(Nc2ccc(Cl)cc2Cl)s1	2%	-5%	1%	0%	-21%	0%	-4%
Cc1ccc(NC(=O)CCNS(=O)(=O)c2cccc3nonc23)cc1Cl	-14%	-1%	-9%	-6%	0%	0%	10%
COc1cc(OC)cc(-c2nc3nc(C)c(CCC(=O)Nc4cc(C)cc(C)c4)c(C)n3n2)c1	-4%	-6%	0%	-3%	-7%	7%	3%
COc1ccc(CNc2nc(-c3ccccc3)nn2C(=O)c2ccccc2OC)cc1	-24%	-7%	-1%	2%	-15%	0%	1%
COc1cccc(NC(=O)Cn2c(=O)n(CC(=O)NCCc3ccccc3)c(=O)c3sccc32)c1	0%	3%	2%	-2%	-8%	-2%	5%
COc1ccc(NC(=O)CN2C(=O)COc3ccc(S(=O)(=O)N4CCOCC4)cc32)cc1Cl	-1%	0%	-3%	-7%	-85%	0%	1%
Cc1ccc2nc(N3CCN(c4cccc(Cl)c4)CC3)c(-n3nc(C)cc3C)nc2c1	-28%	8%	0%	4%	1%	0%	8%
COc1cc(NC(=O)CCc2nc3cccnc3n2Cc2cccs2)cc(OC)c1OC	-1%	-6%	0%	1%	-17%	0%	?
COc1ccc(NC(=O)N(C(C)C)C2CCN(C(C)=O)CC2)c(OC)c1	-5%	-9%	-7%	-4%	28%	0%	1%
Cc1cccc2cc(-c3nc(-c4cccs4)no3)c(=O)oc12	7%	2%	-2%	?	11%	2%	14%
CCCCN(C)CCNC(=O)c1cc(-c2ccc(Cl)s2)nc2ccccc12	-2%	8%	0%	-4%	13µM*	1%	-1%
O=C(c1cc2c(=O)oc3ccccc3c2s1)N1CCN(c2ccccc2)CC1	-16%	0%	0%	5%	-5%	-1%	10%
O=C(Cn1cc(S(=O)(=O)N2CCN(c3ccccc3F)CC2)c2ccccc2c1=O)Nc1ccc(F)cc1Cl	-11%	-8%	-5%	2%	-12%	-1%	?
CCOc1ccc(NC(=O)Cn2cc(C(=O)c3ccccc3)c(=O)c3cc(OC)ccc32)cc1	-2%	11%	-2%	2%	-18%	7%	1%
CCOc1ccccc1CNC(=O)C1CCN(C(=O)N2CCOc3ccc(Cl)cc32)CC1	-3%	5%	2%	-3%	-4%	-1%	-4%
Cc1ccc(NC(=O)CSc2nc3nccnc3c(=O)n2CCc2c[nH]c3ccccc23)c(C)c1	-6%	1%	2%	-11%	8%	0%	-10%
Cc1ccc(-c2nnc(Nc3ccc(F)cc3)c3ccccc23)cc1S(=O)(=O)N1CCN(C)CC1	?	42%[activator]	-1%	0%	-7%	-1%	0%
Cc1ccccc1NC(=O)CSC1=Nc2ccccc2C2=NC(Cc3ccccc3)C(=O)N12 (centres undefined)	?	1%	-9%	1%	1%	1%	7%
O=C(c1cccc(Cl)c1)N1CCN(CCc2ccccn2)CC1	-8%	-5%	-4%	-5%	-17%	-2%	13%
Cc1ccc(C)c(CN2C(=O)c3ccccc3S(=O)c3ccc(C(=O)NCc4ccccc4)cc32)c1 (centres undefined)	-21%	6%	3%	0%	7%	1%	-14%
N#Cc1cccc(NC(=O)C2CCN(c3cnccn3)CC2)c1	6%	-10%	-3%	-6%	-9%	-4%	-10%
COc1cccc(-c2ccc3c(N)c(C(=O)Nc4ccc(Cl)cc4F)sc3n2)c1	-1%	-17%	1%	0%	?	1%	5%
Cc1ccc2c(=O)c(C(=O)c3ccc(F)cc3)cn(CC(=O)NC3CCCCC3)c2n1	-4%	14%	0%	1%	13%	0%	?
COc1ccc(OC)c(NC(=O)CSc2nccn2-c2cc(C)cc(C)c2)c1	0%	3%	1%	0%	6%	0%	-12%
Cc1ccc(NS(=O)(=O)c2ccc3c(c2)CCCN3C(=O)C2CCC2)c(C)c1	-22%	10%	-6%	2%	-11%	0%	4%
Cc1nn(CCC(=O)Nc2cc(F)ccc2F)c(=O)c2nn(-c3ccccc3)c(C)c12	10%	1%	-2%	0%	-7%	0%	-1%
CCn1c(=N)c(C(=O)NCC2CCCO2)cc2c(=O)n3cc(C)ccc3nc21 (centres undefined)	-15%	-1%	3%	3%	-3%	0%	-11%
Cc1cc(C)cc(NC(=O)Cn2c(=O)n(Cc3ccc4c(c3)OCO4)c(=O)c3oc4ccccc4c32)c1	-11%	11%	10%	?	-14%	0%	0%
CC1=C(C(=O)OC2CCCC2)C(c2ccccc2C(F)(F)F)CC(=O)N1 (centres undefined)	-2%	-6%	-3%	0%	-13%	1%	-3%
Cc1cc(O)c(C(c2ccccc2Cl)N2CCCCC2)c(=O)n1Cc1ccco1 (centres undefined)	6%	-8%	-2%	-9%	2%	0%	-5%
Cc1ccc(C)c(N2CCN(c3ccc(NC(=O)c4cccs4)cc3C(=O)O)CC2)c1	-4%	-11%	2%	-1%	17%	1%	-9%
CCOc1ccccc1CNC(=O)C1CCCN(c2nnc(C)c3c(C)n(-c4ccccc4)nc23)C1 (centres undefined)	-10%	-12%	0%	2%	9%	?	?
O=C(Cn1c(=O)n(Cc2ccc(C(=O)NCc3ccc4c(c3)OCO4)cc2)c(=O)c2ccccc21)Nc1ccccc1F	-5%	10%	-9%	6%	-9%	1%	3%
O=C(CSc1nnc(-c2ccncc2)n1-c1ccccc1)Nc1ccc(Br)cc1	-14%	6%	-2%	1%	23%	-1%	3%
CC(=O)N1CCC(N(Cc2ccc(C)o2)C(=O)Nc2cccc(C(F)(F)F)c2)CC1	4%	-9%	-2%	6%	-17%	0%	-3%
COc1ccc(CNC(=O)C2CCN(S(=O)(=O)c3cccc4nonc34)CC2)cc1OC	-4%	7%	0%	1%	-3%	-3%	10%
Cn1nccc1C(=O)NCc1ccc2c(c1)CCN2C(=O)c1ccccc1	6%	-2%	-4%	3%	13%	-1%	7%
Cc1ccc(C(=O)CSc2nc(-c3ccccc3)nc3c2CCCC3)cc1	8%	0%	-3%	-1%	5%	0%	21%
CCOC(=O)CSc1nc2c([nH]c3ccccc32)c(=O)n1-c1ccc(OCC)cc1	2%	4%	4%	1%	15%	0%	29%
CCCN1CCN(CCCNC(=O)C(CC)n2nc(C)n3c(cc4occc43)c2=O)CC1 (centres undefined)	2%	3%	1%	-8%	-18%	-2%	-8%
CCOc1ccc(-c2cc(C)n3nc(C(=O)Nc4cc(Cl)ccc4O)cc3n2)cc1	8%	-21%	-2%	3%	-19%	-1%	?
CSc1ccc(NC(=O)Cn2nnnc2-c2ccccc2F)cc1	2%	-1%	4%	?	-18%	-2%	-3%
CCC(C)NC(=O)c1ccc2c(c1)nc1n2CCCCC1 (centres undefined)	-9%	?	-2%	-5%	5µM*	0%	-3%
CC(C)COc1ccc(C(=O)Nc2cc(-c3ccccc3)no2)cc1	-2%	-3%	0%	6%	45%[activator]	1%	5%

A different layout for 8 compounds above.
Under each structure: FH mod	p53null 32C kill	TSG101-PTAP inh	GALK inh	p53null 39C kill	B2AR arrestin ag	NTMT1 inh
CCOc1ccccc1CNC(=O)C1CCCN(c2nnc(C)c3c(C)n(-c4ccccc4)nc23)C1 (centres undefined)
 : -10%	-12%	0%	2%	9%	?	?
O=C(Cn1c(=O)n(Cc2ccc(C(=O)NCc3ccc4c(c3)OCO4)cc2)c(=O)c2ccccc21)Nc1ccccc1F
 : -5%	10%	-9%	6%	-9%	1%	3%
O=C(CSc1nnc(-c2ccncc2)n1-c1ccccc1)Nc1ccc(Br)cc1
 : -14%	6%	-2%	1%	23%	-1%	3%
CC(=O)N1CCC(N(Cc2ccc(C)o2)C(=O)Nc2cccc(C(F)(F)F)c2)CC1
 : 4%	-9%	-2%	6%	-17%	0%	-3%
COc1ccc(CNC(=O)C2CCN(S(=O)(=O)c3cccc4nonc34)CC2)cc1OC
 : -4%	7%	0%	1%	-3%	-3%	10%
Cn1nccc1C(=O)NCc1ccc2c(c1)CCN2C(=O)c1ccccc1
 : 6%	-2%	-4%	3%	13%	-1%	7%
Cc1ccc(C(=O)CSc2nc(-c3ccccc3)nc3c2CCCC3)cc1
 : 8%	0%	-3%	-1%	5%	0%	21%
CCOC(=O)CSc1nc2c([nH]c3ccccc32)c(=O)n1-c1ccc(OCC)cc1
 : 2%	4%	4%	1%	15%	0%	29%
